TROY signal inh: inhibitors of TROY-driven NF-kB signaling, primary screen, Q293 LMP1-TROYcd cells, NF-kB luciferase, uHTS; hit rate 0.98% among 360,000; inhibition, % at 10 µM; Q293 LMP1-TROYcd NF-kB luciferase reporter, 4 h; AID 1347056, 2019;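 active = compounds whose plate-normalised and pattern-corrected inhibition of the luciferase reporter signal at the single screening dose is 50% or more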
TLR9-MyD88 block: inhibitors of TLR9-MyD88 association in cells, primary screen, cell-based, CHO, BLA complementation, fluorescence | CCF4 FRET ratio | inhibition, % at 4.98 µM | hit rate 0.21% among 340,000 | AID 504734, 2011;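 active = inhibition above the mean over all tested compounds plus 3 SD, cut at about 21% in these data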;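 also: 0% = DMSO only wells and 100% = clavulanate BLA inhibitor control wells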
Granule exo inh: LAMP-1 surface exposure blockers, TALL-104 cells – cell-based, flow cytometry, MLPCN library, primary screen. TALL-104 LAMP-1 surface exposure; cells stimulated with thapsigargin and PMA. inhibition, % at 10 µM. hit rate 0.66% among 360,000. AID 651702, 2012;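 active = inhibition above about 55%, limit read from the data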
NCOA2 inhibitor: inhibition of GAL4-SRC2 driven luciferase reporter, primary screen, SRC2 inhibitor project, cell-based, luminescence; Nuclear receptor coactivator 2 (Homo sapiens), Q15596; HEK293 GAL4-SRC2 luciferase reporter; inhibition, % at 9 µM; hit rate 0.17% among 370,000; AID 651957, 2012;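 active = inhibition above the mean inhibition of all tested compounds plus 3 SD, set per campaign, cut at about 52% in these data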;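 also: 0% = DMSO treated cells and 100% = cells given Gossypol at 36 µM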
SRC3 inh: SRC3 coactivator transcriptional activity inhibitors, primary screen, cell-based, luminescence; Nuclear receptor coactivator 3 (Homo sapiens), Q9Y6Q9; AID 588352, 2011; inhibition, % at 3.6 µM; HEK293 GAL4-SRC3 luciferase reporter; hit rate 0.17% among 360,000;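 active = inhibition above a per-campaign cutoff, the mean of all compounds plus 3 SD, cut at about 60% in these data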;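 also: 0% = DMSO-treated cells and 100% = gossypol-treated cells at 36 µM; higher means less SRC3-driven luciferase light from the GAL4 reporter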
Target sequence (Q9Y6Q9 whole entry, looked up, the tested form may be a part): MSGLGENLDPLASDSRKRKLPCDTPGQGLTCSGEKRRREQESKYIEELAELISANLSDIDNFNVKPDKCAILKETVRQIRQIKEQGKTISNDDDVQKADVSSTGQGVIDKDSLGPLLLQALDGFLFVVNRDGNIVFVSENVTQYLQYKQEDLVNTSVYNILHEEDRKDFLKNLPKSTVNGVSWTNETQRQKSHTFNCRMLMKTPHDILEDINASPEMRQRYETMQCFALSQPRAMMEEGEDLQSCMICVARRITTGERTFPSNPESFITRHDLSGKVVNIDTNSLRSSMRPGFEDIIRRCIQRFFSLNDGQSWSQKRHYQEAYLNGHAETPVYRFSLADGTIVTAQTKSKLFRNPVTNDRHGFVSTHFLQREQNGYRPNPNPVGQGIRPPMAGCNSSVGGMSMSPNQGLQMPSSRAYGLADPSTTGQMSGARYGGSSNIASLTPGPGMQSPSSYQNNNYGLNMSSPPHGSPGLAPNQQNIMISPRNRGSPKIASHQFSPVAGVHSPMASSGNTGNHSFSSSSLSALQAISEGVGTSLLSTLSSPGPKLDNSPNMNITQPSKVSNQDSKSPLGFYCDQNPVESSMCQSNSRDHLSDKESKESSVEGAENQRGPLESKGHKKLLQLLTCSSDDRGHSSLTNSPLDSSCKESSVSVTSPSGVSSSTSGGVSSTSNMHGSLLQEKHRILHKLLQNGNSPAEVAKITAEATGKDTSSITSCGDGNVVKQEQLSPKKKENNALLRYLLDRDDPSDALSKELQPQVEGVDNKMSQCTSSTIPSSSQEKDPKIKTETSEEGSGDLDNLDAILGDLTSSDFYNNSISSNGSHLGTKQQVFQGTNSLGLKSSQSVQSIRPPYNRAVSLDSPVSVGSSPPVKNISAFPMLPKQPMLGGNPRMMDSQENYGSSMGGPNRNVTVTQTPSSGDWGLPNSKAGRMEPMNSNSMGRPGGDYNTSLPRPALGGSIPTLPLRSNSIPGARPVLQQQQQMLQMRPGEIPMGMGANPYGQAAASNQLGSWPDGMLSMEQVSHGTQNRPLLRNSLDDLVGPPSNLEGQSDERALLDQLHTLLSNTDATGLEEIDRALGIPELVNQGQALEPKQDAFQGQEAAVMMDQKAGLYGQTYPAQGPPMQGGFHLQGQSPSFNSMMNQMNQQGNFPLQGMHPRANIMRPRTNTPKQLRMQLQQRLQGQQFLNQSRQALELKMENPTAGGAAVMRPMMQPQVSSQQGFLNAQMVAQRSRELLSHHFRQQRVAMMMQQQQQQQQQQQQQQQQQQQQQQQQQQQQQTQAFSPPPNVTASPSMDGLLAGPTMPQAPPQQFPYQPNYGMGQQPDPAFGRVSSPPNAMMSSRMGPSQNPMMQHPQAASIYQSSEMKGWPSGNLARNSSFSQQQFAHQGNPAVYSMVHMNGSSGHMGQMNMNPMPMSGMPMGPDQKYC
TWEAK Fn14 block: inhibitors of TWEAK-Fn14 signaling, primary screen, luciferase reporter cells, uHTS | inhibition, % at 10 µM | TWEAK-stimulated Fn14 reporter cells, luciferase luminescence, 8 h | AID 1159606, 2016 | hit rate 2% among 360,000; in the data active = inhibition above about 50%
ABHD5 PLIN5 PPI: ABHD5-PLIN5 interaction inhibitors, primary screen, cell lysate, split luciferase complementation, luminescence; hit rate 0.78% among 360,000; AID 602281, 2012; Split G. princeps luciferase complementation, 4 h; inhibition, % at 4 µM;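 active = inhibition above the mean inhibition across every tested compound plus 3 SD, cut at about 22% in these data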;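 also: 0% = DMSO only wells and the 100% control is not disclosed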
NOD2-RIPK2 inh: NOD2-RIPK2 binding disruptors in cells, primary screen, fluorescence, CHO cells, BLA complementation; Receptor-interacting serine/threonine-protein kinase 2 (Homo sapiens), O43353; CCF4 ratio; inhibition, % at 4.98 µM; hit rate 0.38% among 360,000; AID 624267, 2012; in the data active = inhibition above about 21%;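 also: 0% = vehicle only and 100% = reference blocker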
COUP-TFII inh: NR2F2 transcriptional activity inhibitors, primary screen, cell-based, luciferase reporter, HEK293T, luminescence. hit rate 0.7% among 370,000. HEK293T NGFI-A luciferase reporter. inhibition, % at 8.6 µM. AID 686940, 2013. COUP transcription factor 2 (Homo sapiens), P24468;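 active = inhibition above a per-plate cutoff, mean inhibition of test wells between control levels plus 3 SD, cut at about 38% in these data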;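 also: cells cotransfected with COUP-TFII expression vector driving the NGFI-A reporter; 0% = median of COUP-TF2 test wells and 100% = reporter-only cells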
SRC1 inh: SRC1 coactivator transcriptional activity inhibitors, primary screen, cell-based, luminescence | hit rate 0.12% among 360,000 | inhibition, % at 3.6 µM | HEK293 GAL4-SRC1 luciferase reporter | Nuclear receptor coactivator 1 (Homo sapiens), Q15788;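 active = inhibition above the campaign mean plus 3 SD, with each screening campaign given its own cutoff, cut at about 60% in these data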;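 also: 0% = DMSO treated cells and 100% = gossypol at 36 µM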
NR5A2 inv ag: LRH-1 (NR5A2) inverse agonists, primary screen, cell-based, luminescence, HEK293T, StAR-luciferase reporter | hit rate 0.13% among 360,000 | inhibition, % at 3.6 µM | LRH-1 transfected, 24 h | Nuclear receptor subfamily 5 group A member 2 (Homo sapiens), O00482;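 active = inhibition above the mean inhibition of all tested compounds plus 3 SD, cut at about 73% in these data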;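 also: 0% = DMSO wells and 100% = reporter-only cells lacking LRH-1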
* = called active by the depositor; . = not tested or not shown.

SMILES	TROY signal inh	TLR9-MyD88 block	Granule exo inh	NCOA2 inhibitor	SRC3 inh	TWEAK Fn14 block	ABHD5 PLIN5 PPI	NOD2-RIPK2 inh	COUP-TFII inh	SRC1 inh	NR5A2 inv ag
CCOc1c2ccc(C(=O)NCc3cc(C(F)(F)F)cc(C(F)(F)F)c3)cc2nn1C	-2	9	-6	2	8	-37	3	0	11	-2	-17
COC(=O)C1=C(C)Nc2nnnn2C1c1ccco1 (stereo not given)	-4	-13	-1	-2	11	3	6	-1	-9	-1	-8
O=C(Nc1ccc(Cl)cc1)c1ccc2c(=O)n3c(nc2c1)CCCCC3	-3	1	7	0	-32	8	5	-10	-4	-30	-39
CN(CCOc1ccccc1)CC(O)COc1ccccc1 (stereo not given)	12	6	3	-19	20	-7	3	3	14	-4	8
Cc1cccc2c(C(=O)O)c3c(nc12)CCCCC3	-23	-14	-2	15	3	2	2	-8	10	-4	10
C[C@]12c3[nH]c4ccc(Cl)cc4c3CCN1C(=O)[C@@H](CC(=O)NCc1ccco1)C[C@@H]2C(=O)N1CCCCC1	8	-5	0	13	-5	27	8	5	30	1	-2
O=C(CCC(=O)N1CCSc2ccccc21)Nc1cccc(F)c1	6	1	2	2	9	8	6	10	22	2	12
Cc1cc(C)c2c(-n3cccc3)nn(CC#N)c2n1	-7	-2	-2	-12	-18	12	-2	0	9	4	0
CCOC(=O)C1CCCN(S(=O)(=O)c2cnc(Cl)c(Br)c2)C1 (stereo not given)	-2	-11	-3	-6	16	31	4	-10	-18	-1	-4
CCCOc1ccc(-c2c(C(=O)N/N=C/c3cccnc3)nnn2-c2nonc2N)cc1	14	-10	0	-28	-11	-8	11	-9	-24	1	-3
CO/N=C(\c1ccccc1)c1cccnc1	-8	-7	0	-27	-25	4	4	0	3	-7	-7
Cc1nc(N2CCN(C(=O)c3ccco3)CC2)c2c3c(sc2n1)CC(C)CC3 (stereo not given)	10	-4	2	-3	9	19	1	6	0	-26	-10
O=C(NNC(=O)c1cccnc1SCc1cccc([N+](=O)[O-])c1)c1ccc(F)cc1	3	4	-14	17	10	6	-4	10	7	3	16
COc1cc(-c2cc(C(=O)Nc3ccncc3)c3ccccc3n2)cc(OC)c1OC	9	6	1	-4	24	4	3	-2	-12	5	47
CCC(OC(=O)CNS(=O)(=O)c1ccccc1)C(=O)c1ccccc1 (stereo not given)	5	-8	33	-4	-7	25	4	-10	14	15	8
CC(C(=O)NCc1cccs1)n1cccc1 (stereo not given)	.	1	0	-23	-50	-7	-2	-2	10	15	5
Cc1cc(C)n(CC2CC(=O)N(c3ccc(F)c(Cl)c3)C2=O)n1 (stereo not given)	-10	6	0	-20	-2	-20	0	2	-1	-13	16
O=C(c1ccccc1)N1CCN(C(=O)C23CC4CC(CC(C4)C2)C3)CC1	-7	-4	-1	-12	8	-8	4	-16	0	-3	2
Cc1cccc(C)c1NC(=O)CSc1nnc(C2CCCCC2)o1	6	6	5	5	-7	8	5	-6	-7	-12	18
COc1ccccc1OCCn1cc(C(=O)C(C)C)c2ccccc21	21	11	60*	-40	-12	-9	-15	7	-1	4	-18
COc1ccc(NC(=O)Nc2cccc3c2O[C@H](CN(C)S(=O)(=O)c2ccc(F)cc2)[C@@H](C)CN([C@H](C)CO)C3=O)cc1	-12	-2	-5	-4	14	-19	-4	-1	-3	-1	11
COC(=O)c1scc(C)c1NC(=O)C(Cl)c1ccccc1 (stereo not given)	6	-1	0	7	16	-5	-2	2	-3	-2	-3
Cc1ccc(-c2nc(NCCCO)c3ccccc3n2)cc1	-33	-12	4	0	-5	-6	-5	15	-1	-1	20
COc1ccccc1/C=N/NC(=O)C(NC(=O)c1ccccc1)=C(C)C	-4	-12	3	-24	-10	4	3	5	-5	-19	-6
CCOc1ccc(N(CC(=O)Nc2cccc(Br)c2)S(C)(=O)=O)cc1	9	-6	3	-31	-5	11	-3	7	6	-8	11
CC(C(=O)O)N1C(=O)C2C3c4ccccc4C(c4ccccc43)[C@@H]2C1=O (stereo not given in full)	-5	2	-3	-8	15	11	3	-6	11	-4	0
Cc1ccc(C(C)NC(=O)c2ccco2)cc1 (stereo not given)	3	14	-5	2	2	-16	0	-3	8	-21	11
Cc1cc(/C=C2\Cc3ccccc3C2=O)c(C)n1-c1ccccc1	6	21*	2	23	51	54*	6	10	-18	50	-55
Cc1ccc([C@H]2C(C(=O)O)=CC[C@@H](c3ccc4c(c3)OCO4)N2S(=O)(=O)c2ccc(C)cc2)cc1	9	-11	2	-16	-5	-6	-13	-2	6	9	-5
O=C(N/N=C\c1cccnc1)c1ccc(Br)s1	-24	3	-18	-17	-4	-25	-3	-9	10	-6	7
O=c1cc(NCc2ccco2)c2ccccc2o1	-5	9	-2	2	-7	-23	4	3	1	0	2
C=CCNC(=S)NCC1COc2ccccc2O1 (stereo not given)	5	9	-3	1	0	1	-3	-4	12	0	4
COC(=O)c1ccc2[nH]c(C3(O)CCCCC3)c(C)c2c1	-61	-3	17	-80	-52	-13	-10	4	-44	-43	-127
Cc1c(C(N)=O)sc2ncn(CCOc3ccccc3)c(=O)c12	-24	0	-4	-19	-12	-30	-3	-5	-17	-15	-21
CCCNC(=O)C1(C)CCN(C(=O)c2cccc(C#N)c2)C1 (stereo not given)	-5	.	1	0	-16	-6	-2	-10	4	3	-6
CCOC(=O)Cn1c(=O)oc2cc(S(=O)(=O)NCCCc3ccccc3)ccc21	7	11	4	-12	6	-37	-11	-5	11	0	-9
COc1ccc(-n2c(=O)c3c4c(sc3n(CC(=O)NC3CCCC3)c2=O)CCCC4)c(OC)c1	28	11	11	-4	16	8	-9	-2	7	-10	22
O=C(NC1CCCCC1)C(c1ccco1)N(Cc1ccco1)C(=O)c1ccco1 (stereo not given)	8	1	4	25	13	27	14	-6	31	11	-5
Cc1ccc(C)n1-c1ccc(-c2ccnc(N)n2)cc1	-30	2	-9	-5	-10	30	1	-1	5	-14	-17
COc1ccc(C(C(=O)NC2CCCCC2)N(C(=O)CCCC(=O)Nc2ccccn2)c2ccc3c(c2)OCCO3)cc1 (stereo not given)	0	-6	31	-3	9	-1	3	5	5	9	-17
CC(NC(=O)C(NS(=O)(=O)c1cccs1)C(C)C)c1ccc(S(N)(=O)=O)cc1 (stereo not given)	2	8	4	7	9	-7	0	-2	-17	-6	11
COC(=O)c1ccc(COC(=O)c2ccccn2)cc1	-6	6	-1	3	-11	-1	1	2	23	-26	5
CCN(C[C@H]1N[C@@](Cc2ccccc2)(C(=O)OC)[C@H]2C(=O)N(C)C(=O)[C@@H]12)C(=O)c1ccc(C)cc1	-14	8	-2	18	6	-8	-2	-8	-8	1	-9
O=C(CN1C(=O)NC2(CCc3ccccc32)C1=O)Nc1ccccc1Cl (stereo not given)	-23	-7	-11	4	-4	-12	-3	0	-7	4	-16
COc1ccc(/C=N\NC(=O)c2ccc(F)cc2)cc1COc1ccccc1C(N)=O	21	-1	23	-16	-2	-19	-1	-3	8	-2	-21
CCOC(=O)C(CCCCC(NC(C)=O)(C(=O)OCC)C(=O)OCC)(NC(C)=O)C(=O)OCC	-7	-8	3	-27	11	-8	6	-9	0	-9	5
CN(C)CC1CC/C(=C\c2ccc(O)cc2)C1=O (stereo not given)	-18	28*	1	-29	-29	47	92*	65*	14	-14	16
O=C(NC(Cc1c[nH]c2ccccc12)C(=O)O)/C(=C\c1ccccc1)NC(=O)c1ccccc1 (stereo not given)	-13	-4	5	-23	0	0	-9	-5	5	-5	2
O=C(Nc1ccc(Cl)c(Cl)c1)Nc1nnc(CSc2ccccc2)s1	13	7	-1	-12	-1	36	12	-6	-16	-9	8
C/C(=N\N1CCCCC1)c1ccccc1O	15	-7	-10	-31	-3	-5	2	-10	13	-6	15

Quoted from the listing.
CC(C(=O)NCc1cccs1)n1cccc1 (stereo not given) in Granule exo inh → 0
O=C(CN1C(=O)NC2(CCc3ccccc32)C1=O)Nc1ccccc1Cl (stereo not given) in NR5A2 inv ag → -16

The list continues:
SMILES	TROY signal inh	TLR9-MyD88 block	Granule exo inh	NCOA2 inhibitor	SRC3 inh	TWEAK Fn14 block	ABHD5 PLIN5 PPI	NOD2-RIPK2 inh	COUP-TFII inh	SRC1 inh	NR5A2 inv ag
CC1CCc2sc(C(=O)NN=C3CCCC3)cc2C1 (stereo not given)	-19	6	-5	-1	-4	-16	4	3	-2	-20	-14
Cc1cc(C)c2c(C)nn(C3CCCCC3)c2n1	0	1	-1	-8	-16	-11	-4	-8	11	10	10
Cc1cc(C)c(OCCOCCN2CCN(C)CC2)c(Cl)c1	6	-16	5	11	-2	14	2	11	7	-9	-4
CCCCn1c(N)c(N(CCOC)C(=O)c2cccc(S(=O)(=O)N(CC)c3ccccc3)c2)c(=O)[nH]c1=O	-9	5	13	2	-8	2	-12	-1	14	14	2
O=C(Cc1cccc2ccccc12)N/N=C/C=C/c1cccc([N+](=O)[O-])c1	17	-1	-4	0	10	9	2	-9	-10	-5	15
CC1(C)CC(N2CCN(C(c3ccccc3)c3ccccc3)CC2)=CC(=[N+]2CCCCC2)C1	59*	0	41	24	80*	47	21	1	85*	77*	92*
CCCCC1CCc2[nH]nc(C(=O)O)c2C1 (stereo not given)	9	5	2	16	-3	8	-3	-5	-1	-24	7
CCOc1cccc(C(=O)Nc2ccc(N3CCN(S(C)(=O)=O)CC3)cc2)c1	-9	2	0	-39	-7	13	-10	-6	-7	-4	3
CN(CC(=O)Nc1ccc(F)cc1)C(=O)COC(=O)CNC(=O)c1sc2ccccc2c1Cl	-3	-3	-1	4	15	-22	-12	3	-4	3	2
C[C@H](CO)N1C[C@H](C)[C@@H](CN(C)Cc2cccc(F)c2)Oc2cc(-c3cccc(C#N)c3)ccc2S1(=O)=O	13	-5	-6	-1	-1	-9	6	1	1	4	6
Cc1cc([N+](=O)[O-])cnc1N1CCOCC1	-1	-2	-1	-3	2	18	-2	-3	-22	-25	0
CN(C(=O)CS(=O)(=O)c1cn(CC(=O)N2CCCCC2)c2ccccc12)c1ccccc1	-6	-9	-2	-13	-8	-2	0	1	10	-20	15
OC(COCc1ccco1)CN1CCN(c2ccccc2)CC1 (stereo not given)	9	-2	-5	-6	6	8	-2	-1	-7	12	1

Bioassay records deposited in PubChem BioAssay by several laboratories.

Only part of the results is shown; count on the stated rates, not on these rows.
